Insulin prom inh = TRM-6 insulin promoter activity inhibition. TRM-6 cells (human fetal islet line), insulin promoter-eGFP reporter, imaging; reporter expression induced with tamoxifen. inhibition, % at 2 µM. 0.9% of 130,000 active. AID 1273;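 active = inhibition above the mean plus 3 SD, with well images judged a real hit on visual review, cut at about 60% in these data, passing the limit was not always enough; inconclusive = inhibition over the cutoff but images rejected on review; inactive = inhibition not above the cutoff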
sdo1 growth = compounds rescuing growth of sdo1-depleted yeast, bone marrow failure model; AID 817; 0.21% of 140,000 active; S. cerevisiae sdo1-depleted JHY4D growth rescue, OD600 30 h; stronger effect = higher value; pdr5 snq2 efflux-pump mutant strain; z-score at 10 µM;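 active = z-score above 3 at both the 24 hr and the 30 hr optical density reads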;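 note: z-score against mean and SD of all compound wells on the same plate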
sdo1 growth Rescue 24 h = recorded beside sdo1 growth, whose call it bears; z-score; S. cerevisiae sdo1-depleted JHY4D growth rescue, OD600; measured here: growth rescue at 24 h;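 0 is the plate mean of compound wells and units are plate SD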
An asterisk follows results filed as active; ? = inconclusive; . = not tested or not shown; [ ] = dose if it differs, or a comment. Not all compounds are listed, so the mix of outcomes need not match the whole.

SMILES	Insulin prom inh	sdo1 growth	sdo1 growth Rescue 24 h
CCCCn1[nH]c(-c2ccccc2)cc1=O	47	-0.8	-1.7
CCn1nc(C)c(NC(=O)/C=C/c2cnn(C)c2)c1C	-29	0.32	-0.24
Cc1nc(N2CCOCC2)c2c(C)c(C(=O)Nc3ccccc3Cl)sc2n1	36	.	.
CC(C)Oc1ccccc1-c1nc(SCC(=O)O)n[nH]1	-80	0.48	-0.22
Fc1ccc(NC(=S)NCCc2ccc(Cl)cc2)cc1	-40	-0.85	-0.46
CC1(C)CC(=O)c2cc(C(=O)N3CCN(CCO)CC3)c(=O)n(-c3ccc(Cl)cc3)c2C1	3	0.13	-0.22
CCC(=O)N1CCN=C1SCc1ccccc1	.	1.1	1.2
COc1ccc2c(c1OC)C(=O)N1c3ccccc3N=C(c3ccc([N+](=O)[O-])cc3)CC21 (configuration not stated)	.	1.1	1.4
CN1c2ccsc2C(O)=C(C(=S)Nc2ccccc2)S1(=O)=O	39	-0.16	-0.62
O=C(Nc1cccc(O)c1)C1CCCN1C(=O)OCc1ccccc1 (configuration not stated)	.	1.6	3.1
Cc1cccc(OCCC(=O)Nc2ccc(F)c(F)c2)c1	0	.	.
O=C(COc1ccc(Cl)cc1)NCc1nnc(SCC(=O)Nc2ccc(F)cc2F)o1	15	.	.
CCn1c(=O)cc(SCC(=O)N2CCN(c3ccccn3)CC2)c2ccccc21	15	-0.6	-0.64
O=C(NCC1CCCO1)c1cccc(N2C(=O)C3C4C=CC(C4)C3C2=O)c1 (configuration not stated)	44	-0.68	-1.1
Cc1ccc(/C(O)=C2\C(=O)C(=O)N(Cc3cccnc3)C2c2ccccc2[N+](=O)[O-])cc1 (configuration not stated)	40	-0.42	-0.59
CCOC(=O)C(C)Sc1nc2ccccc2c(=O)n1CC1CCCCC1 (configuration not stated)	.	-0.07	-0.1
CCN(c1ccccc1)S(=O)(=O)c1ccc(C(=O)Nc2nnc(-c3ccco3)o2)cc1	0	.	.
Cc1noc(C)c1COc1ccc(C(=O)OCC(=O)Nc2ccc3ccccc3c2)cc1	33	-1.3	-0.78
N#CCCN(C(=O)COc1ccc(F)cc1Br)c1ccccc1F	-45	.	.
O=C(CCC(=O)NC1CC1)Nc1nnc(C2CCCCC2)s1	.	0.41	0.41
CC1(Cc2ccc3c(c2)OCO3)NC(=O)NC1=O (configuration not stated)	.	0.24	-0.48
CCN(c1cccc(C)c1)S(=O)(=O)c1c(C)[nH]c(=O)[nH]c1=O	-4	0.04	0.23
O=c1c2cc(Cl)ccc2nc(-c2ccc([N+](=O)[O-])cc2)n1O	0	.	.
Cc1ccc(S(=O)(=O)N2CCN(c3ccc([N+](=O)[O-])c(NCCN4CCOCC4)c3)CC2)cc1	.	-0.1	0.01
Cn1c(CNc2ccc(Cl)cc2)nc2ccccc21	-6	-1.1	-0.86

Other entries:
SMILES	Insulin prom inh	sdo1 growth	sdo1 growth Rescue 24 h
O=C(Nc1ccccc1N1CCOCC1)c1ccccc1NS(=O)(=O)c1ccc(F)c(F)c1	-7	-1	-0.63
COc1ccc(S(=O)(=O)N2Cc3ccccc3CC2C(=O)Nc2ccc(O)cc2)cc1OC (configuration not stated)	.	0.24	0.18
O=C(NC(=S)NNS(=O)(=O)c1ccccc1)c1ccc([N+](=O)[O-])cc1	26	0.53	0.05
CCOc1ccccc1NC(=O)C(Sc1ccccc1)c1ccccc1 (configuration not stated)	-22	0.65	0.74
N#C/C(C(=O)Oc1ccccc1)=C1/Nc2ccccc2-c2ccccc21	54	0.05	0.85
COc1ccc(N2CCN(c3nc4ccccc4n3CC(=O)c3ccccc3)CC2)cc1	33	-1.5	-1
CCN1C(=O)Cc2cc(S(=O)(=O)N3CCOCC3)ccc21	0	0.54	1.4
CCC(=O)c1ccc(N2CCN(C(=O)c3ccccc3Br)CC2)c(F)c1	37	.	.
Cc1cc(C)c(C)c(S(=O)(=O)N2CCN(CC(=O)NC(=O)NCc3ccccc3)CC2)c1C	15	-0.37	-0.13
N#Cc1ccc2c(c1)NC(=O)C1CCCN21 (configuration not stated)	-92	.	.
CCc1nc(NC(C)C)c2oc3ccccc3c2n1	89*	0.04[13.4 µM]	0.28
Cc1ccc(-c2nc3cnccn3c2Nc2c(C)cccc2C)o1	.	-0.18	0.04
COc1cc(C(=O)O/N=C2\CCCc3c2ccc(OC)c3[N+](=O)[O-])cc(OC)c1OC	-38	0.97	2.3
CC(=O)Nc1cccc(Nc2nc(-c3ccccc3F)nc3ccccc23)c1	50	.	.
Cc1ccc(NC(NC(=O)c2cccs2)C(Cl)(Cl)Cl)cc1C (configuration not stated)	12	-1.6	-1.1
CC(=O)c1ccc(OCC(O)CN(C)Cc2cccs2)cc1 (configuration not stated)	43	0.64	0.28
Cc1cc(=O)n2[nH]c(C)c(-c3ccccc3)c2n1	-13	0.68	0.48
Cc1ccc(/C=c2\sc3nc(-c4cccs4)nn3c2=O)o1	13	-1.1	0.6
COCCCNC(=O)Cn1cc(C(=O)C2CC2)c2ccccc21	-73	0.45	-0.37
CCOC(=O)c1c(NC(=O)CN2CCC(C)CC2)sc(C)c1C	33	.	.
COc1ccc(-c2noc(CCC(=O)NCC3CCN(Cc4cccc(C)c4)CC3)n2)cc1	-46	0.19	0.21
Cc1cc(N2CCOCC2)ccc1/C=C\[N+](=O)[O-]	29	-0.83	-0.58
Nc1ncnc(Nc2ccccc2C(F)(F)F)n1	?	1.8	1.2
COc1cccc(NC(=S)N2CCN(C/C=C/c3ccccc3)CC2)c1	25	-0.03	0.85
S=c1[nH]nc(-c2cccc(Br)c2)o1	-16	0.38	0.02

The list goes on; it opens with the 4 that closed the last part.
SMILES	Insulin prom inh	sdo1 growth	sdo1 growth Rescue 24 h
Cc1cc(N2CCOCC2)ccc1/C=C\[N+](=O)[O-]	29	-0.83	-0.58
Nc1ncnc(Nc2ccccc2C(F)(F)F)n1	?	1.8	1.2
COc1cccc(NC(=S)N2CCN(C/C=C/c3ccccc3)CC2)c1	25	-0.03	0.85
S=c1[nH]nc(-c2cccc(Br)c2)o1	-16	0.38	0.02
O=C(NCc1cccnc1)/C(=C\c1ccc(-c2cccc(Cl)c2)o1)S(=O)(=O)c1ccccc1	18	-1.4	-1.1
CCn1cnc2cc(NC(=O)c3cccs3)ccc21	-60	.	.
COc1ccc(-n2nc([N+](=O)[O-])c(=NCCc3ccc(OC)c(OC)c3)n2O)cc1	21	0.28	0.07
COc1ccc(S(=O)(=O)N(C(C)=O)c2ccc(OC(C)=O)c3ccccc23)cc1[N+](=O)[O-]	.	0.63	0.45
CN(C)C(CNC(=O)c1cccc(OC(F)F)c1)c1ccco1 (configuration not stated)	-24	-0.53	-0.53
Cc1ccc2nc(SCC(=O)Nc3cc(C(F)(F)F)ccc3N3CCOCC3)[nH]c2c1	-93	-0.91	-0.48
O=C(Cn1nnc(-c2ccccc2-n2cnnn2)n1)NCc1ccccc1	.	-0.28	0.53
COc1ccc(N2CCN(C(=O)Nc3cccc(C(F)(F)F)c3)CC2)cc1	-55	-0.21	0.19
O=C(CSc1nnc(-c2cnccn2)n1Cc1ccco1)c1ccc2ccccc2c1	-12	-1.1	-0.16
CC(=O)NC1(C(F)(F)F)C(=O)Nc2c1c(=O)[nH]c(=O)n2Cc1ccco1 (configuration not stated)	54	0.31	-0.66
CCN(CC)S(=O)(=O)c1ccc2c(c1)c(=O)c(C(=O)NCc1ccc3c(c1)OCO3)cn2C	50	-0.51	-0.33
CCOC(=O)c1ccc(NC(=O)COc2ccc(S(=O)(=O)N3CCCC3)cc2)cc1	57	-0.44	-1.1
Cc1cc([N+](=O)[O-])c(N2CCC[C@@H]2C(=O)O)c([N+](=O)[O-])c1	8	1.1	0.54
CCOc1ccccc1N1CCN(C(=O)c2ccccc2)CC1	-15	-0.37	-0.81
O=C(NC1CCCCC1)C(c1ccncc1)N(Cc1ccccc1)C(=O)c1ccc(-c2ccccc2)[nH]1 (configuration not stated)	3	-0.73	-0.12
CCOC(=O)c1ccc[n+](CC(=O)c2ccccc2)c1	.	1	1.8
COc1cccc(CNC(=O)c2ccc3nc[nH]c3c2)c1	45	0.03	-0.39
CCOC(=O)CSc1nnc(CNc2ccccc2Cl)n1-c1ccccc1	27	-0.7	-0.18
CCOC(=O)C1CCN(c2ncnc3c2nnn3Cc2ccccc2Cl)CC1	-4	.	.
CSc1ccc(/C=N/NC(=O)c2ccc(C)c(C)c2)cc1	-8	-0.48	0.32
S=c1[nH]nc(-c2cc(-c3ccco3)[nH]n2)n1-c1cccc2ccccc12	26	0.55	0.48
CCn1c(SCC(=O)Nc2cccnc2Cl)nnc1-c1ccccc1	11	1.5	1.2
CSCC[C@@H](Nc1nc(-c2ccccc2)nc2c1oc1ccccc12)C(=O)O	-17	0.99	1.3
OC(COc1ccc(Br)cc1)CN1CCOCC1 (configuration not stated)	43	-0.35	-0.78
CCOc1cccc(C(=O)NC(=S)Nc2cccnc2)c1	.	0.41	0.24

As a short view, part of the list above.
SMILES	Insulin prom inh	sdo1 growth	sdo1 growth Rescue 24 h
S=c1[nH]nc(-c2cc(-c3ccco3)[nH]n2)n1-c1cccc2ccccc12	26	0.55	0.48
CCn1c(SCC(=O)Nc2cccnc2Cl)nnc1-c1ccccc1	11	1.5	1.2
CSCC[C@@H](Nc1nc(-c2ccccc2)nc2c1oc1ccccc12)C(=O)O	-17	0.99	1.3
OC(COc1ccc(Br)cc1)CN1CCOCC1 (configuration not stated)	43	-0.35	-0.78
CCOc1cccc(C(=O)NC(=S)Nc2cccnc2)c1	.	0.41	0.24

Continued.
SMILES	Insulin prom inh	sdo1 growth	sdo1 growth Rescue 24 h
Cc1cc(C)nc(SCC(=O)Nc2ncccn2)n1	31	0.47	-0.3
CCOC(=O)C1=C(C)NC(C)=C(C(=O)OCC)C1C(=O)OCC(=O)N1c2ccccc2CC1C (configuration not stated)	-17	-0.49	-0.41
O=C(CNS(=O)(=O)c1ccc(F)c(Cl)c1)N1CCCCCC1	-17	0.57	0.11
Cc1ccc(NC(=O)C2(c3cccs3)CCOCC2)cc1C	23	0.12	-0.53
CC(C)[C@H](NC(=O)c1ccccc1Cl)C(=O)OCc1cc([N+](=O)[O-])cc2c1OCOC2	24	-0.03	-0.2
O=C(Nc1ccccc1F)c1ccc(COc2ccc(Cl)cc2Cl)o1	-10	-1.4	-0.48
COc1cccc(NC(=O)C2C3C=CC4(O3)C2C(=O)N(C(C)C)C4C(=O)NC2CCCCC2C)c1 (configuration not stated)	53	1.4	2.2
c1ccc(C(c2c[nH]c3ccccc23)c2c[nH]c3ccccc23)nc1	18	-0.29	0.31
Brc1ccc(-n2cccc2/C=N/n2cnnc2)cc1	.	2	2.4
CCCn1nc(NC(=O)c2cccs2)c2cc3cc(OC)ccc3nc21	.	-0.5	0.17
CC(=O)NC(C1C(=O)CC(C)(C)CC1=O)(C(F)(F)F)C(F)(F)F	.	1.4	1.5
O=C(c1ccccc1F)N(NC(=O)C(O)(c1ccccc1)c1ccccc1)c1ccccc1	.	-0.17	-0.01
O=S(=O)(Nc1ccc(Cl)c(C(F)(F)F)c1)c1cnc[nH]1	.	1.6	1.6
CCOC(=O)c1sc(Nc2nc3cc4c(cc3s2)OCO4)cc1C	.	-1.6	-1.1
CC(C)c1ccc(/C=N/Nc2ccc(C(=O)O)cc2)cc1	-81	-0.56	-0.38
CN1CCN(S(=O)(=O)c2ccc(NC(=S)NC(=O)c3ccccc3)cc2)CC1	47	0.83	0.73
Cc1csc2ncc(C(=O)NCc3ccccn3)c(=O)n12	.	-0.76	-0.91
CC(=O)c1ccc(NC(=O)/C=C/c2ccc(C)cc2)cc1	4	-0.64	0.33
C=CCSc1nnc(-c2sc(-c3ccccc3)nc2C)n1C	-23	-1.1	-1.1
Cc1ccccc1-c1nnc(SCC(=O)NCc2ccc3c(c2)OCO3)n1C	-46	0.65	0.29
O=C1C(=C(O)c2ccccc2)C(=O)c2ccccc21	.	0.44	0.74
Clc1ccc(-c2noc(CN3CCCC3)n2)cc1	-78	-0.17	-0.44
O=C(c1ccc(Cl)cc1)c1ccc(OCC(O)CN2CCOCC2)cc1 (configuration not stated)	-10	1.4	0.47
CCN(CC)C(=S)NC(=O)c1cccnc1	33	.	.
CCn1c(CSc2nc3ccccc3s2)nnc1SCC(N)=O	-6	0.95	0.81

3 structures from above, ordered by count of non-hydrogen atoms, rising.
SMILES	Insulin prom inh	sdo1 growth	sdo1 growth Rescue 24 h
CN1c2ccsc2C(O)=C(C(=S)Nc2ccccc2)S1(=O)=O	39	-0.16	-0.62
CCCn1nc(NC(=O)c2cccs2)c2cc3cc(OC)ccc3nc21	.	-0.5	0.17
CN1CCN(S(=O)(=O)c2ccc(NC(=S)NC(=O)c3ccccc3)cc2)CC1	47	0.83	0.73

Printed as active in Insulin prom inh, among the entries above:
SMILES	Insulin prom inh	sdo1 growth	sdo1 growth Rescue 24 h
CCc1nc(NC(C)C)c2oc3ccccc3c2n1	89*	0.04[13.4 µM]	0.28

Next results follow:
SMILES	Insulin prom inh	sdo1 growth	sdo1 growth Rescue 24 h
COc1ccc(C2CC(c3ccc(Cl)cc3Cl)Nc3nc(N)nn32)cc1 (configuration not stated)	.	-0.24	-0.91
CC1CC(C)(C)NC(=S)N1CC(=O)NCc1ccc(Cl)cc1 (configuration not stated)	-62	2.1	2.4
O=C(COC(=O)c1ccc(S(=O)(=O)N2CCCC2)cc1)NCc1ccc(F)cc1	-68	-0.14	0.27
CCCCNCc1cc(Cl)c(OCCC)c(OCC)c1	.	-0.03	-0.42
O=C(CSc1nc2ncc(Br)cc2[nH]1)Nc1ccc2c(c1)OCO2	-45	0.59	0.54
CCCCC1C(=O)CC[C@H]2[C@@H]1CC(=O)[C@@H]2C/C=C\CCCC(=O)O (some centres not stated)	52	0.42	-0.75
O=C(Nc1cccc(F)c1)NC1(C(=O)N2CCOCC2)CCCCC1	-50	.	.
O=C(CCn1cccc1)Nc1ccc(F)cc1	13	0.65	0.73

From PubChem
